GLP1R ag: qHTS of GLP-1 Receptor Agonists. HEK293 GLP-1R CRE-luciferase, luminescence, 4-6 h; cells express a hypersensitive GLP-1R form. Potency, µM (top dose mostly 45.6 µM), inactives show at the highest dose activation, actives largely listed as activators. hit rate 0.007% among 380,000; also: potency is read from the fitted curve at half-maximal effect; % of control where 0% means no effect
PTHR1 agonist: qHTS for PTHR1 Agonists: Primary Screen; Potency, µM (top dose mostly 115 µM), without a hit: at the top dose activation, hits mostly activators; AID 743266, 2014; Parathyroid hormone/parathyroid hormone-related peptide receptor (Homo sapiens), Q03431; HEK293 GP2 PTHR1 cells, GloSensor cAMP luminescence, 1 h; hit rate 0.075% among 410,000; also: potency is read from the fitted curve at half-maximal effect; nearly all actives have a fitted effect of over 55% in size; some results filed as inactive show a strong effect at the top dose; inactives centre near -15; many of its hits are not listed in these tables
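HEK-293-derived GP2 cells expressing PTHR1 and a GloSensor cAMP reporter, 3,000/well, plated overnight, given luciferin plus IBMX (each 0.5 mM as added) for 1 h at 37 °C, then compound for 1 h at 37 °C. Luminescence was read after 15 min at room temperature.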
PI5P4Ka inh: qHTS for Inhibitors of phosphatidylinositol 5-phosphate 4-kinase (PI5P4K). Phosphatidylinositol 5-phosphate 4-kinase type-2 alpha (Homo sapiens), P48426. PI5P4Kalpha enzyme, ADP-Glo luminescence, 60 min; hits give low values. max response, %. hit rate 1.2% among 330,000; active = max response of -50% or lower; inconclusive = between -30% and -50%; inactive = -30% or higher; also: value at the top dose of about 77 µM; % is scaled to controls: 0 for no effect and ±100 for the full control effect
Target sequence (P48426 whole entry, looked up): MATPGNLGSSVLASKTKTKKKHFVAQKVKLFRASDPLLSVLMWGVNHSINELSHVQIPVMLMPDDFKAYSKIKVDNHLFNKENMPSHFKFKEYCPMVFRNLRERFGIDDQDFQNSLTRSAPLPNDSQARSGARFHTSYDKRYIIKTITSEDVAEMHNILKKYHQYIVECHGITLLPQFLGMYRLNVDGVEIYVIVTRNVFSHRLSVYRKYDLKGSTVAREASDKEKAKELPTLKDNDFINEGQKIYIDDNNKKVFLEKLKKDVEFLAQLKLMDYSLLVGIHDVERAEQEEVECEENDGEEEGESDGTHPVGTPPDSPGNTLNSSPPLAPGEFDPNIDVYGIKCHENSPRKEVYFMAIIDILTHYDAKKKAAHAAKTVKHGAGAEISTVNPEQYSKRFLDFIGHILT
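Quantitative HTS of the MLSMR library against PI5P4Kalpha with substrate. ATP added last at 5 microM final; room temperature, 60 minutes. Remaining ATP depleted, ADP converted and read as luminescence.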
IL2 activator: qHTS of IL-2 Activators; hit rate 0.065% among 360,000; IL-2 activation reporter assay, cell-based qHTS; stimulated with anti-CD3/CD4/CD28 beads; in transgenic mouse T cells; activation, % (series mostly up to about 46 µM); AID 652025, 2013; in the data active = activation above about 50%; inconclusive = mostly about 30% to 49%; also: 0% is about no effect
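Quantitative HTS in unstimulated transgenic mouse T cells, with memory T cells as non-tolerant control and PMA/ionomycin as tolerance-bypass control. Compound pretreatment lasted 60 minutes before 18 h bead stimulation; EGFP/DsRed fluorescence read.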
GLP-1R inv ag: qHTS of GLP-1 Receptor Inverse Agonists (Inhibition Mode). Potency, µM (top dose mostly 38.3 µM), for inactives: at the highest dose activity change, negative = inhibition, usual class: inhibitors. HEK293 GLP-1R CRE-luciferase, luminescence, 24 h; GLP-1R form is constitutively active. Glucagon-like peptide 1 receptor (Homo sapiens), P43220. hit rate 1.6% among 410,000; also: potency is read from the fitted curve at half-maximal effect; % is scaled to controls: 0 for no effect and ±100 for the full control effect; nearly all actives have a fitted effect of over 55% in size
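Readout was luciferase luminescence, measured 12 min after detection reagent at room temperature. Beforehand, GLP-1R reporter HEK293 cells had sat 12 h, then received compounds for 24 hr at 37 deg C.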
EPAC1 antagonist: qHTS for Antagonist of cAMP-regulated guanine nucleotide exchange factor 3 (EPAC1): primary screen | Rap guanine nucleotide exchange factor 3 (Homo sapiens), O95398 | hit rate 0.14% among 360,000 | AID 720709, 2013 | EPAC1 GEF assay, Rap1b-BODIPY-GDP exchange fluorescence | Potency, µM (top dose mostly 115 µM), without a hit: at the top dose activity change, negative = inhibition, usual class: inhibitors;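 also: potency is read from the fitted curve at half-maximal effect; plate controls were vehicle for no effect and positive control for full effect; nearly all actives have a fitted effect of over 50% in size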
EPAC1 agonist: qHTS for Agonist of cAMP-regulated guanine nucleotide exchange factor 3 (EPAC1): primary screen; EPAC1 agonist qHTS, biochemical assay; response scale: 100% = response to 6.5 mM cAMP; Potency, µM (highest dose often 154 µM), for inactives: at the top dose activation, usual class: activators; Rap guanine nucleotide exchange factor 3 (Homo sapiens), O95398; hit rate 0.073% among 360,000; also: potency is read from the fitted curve at half-maximal effect; nearly all actives have a fitted effect of over 60% in size
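Normalized to 6.5 mM cAMP, activity reflects EPAC1-catalysed release of BODIPY-GDP from Rap1B, followed kinetically over 30 min at 480 nm excitation, 540 nm emission. Reaction contained 100 nM EPAC1, 250 nM Rap1B-BODIPY-GDP, 50 uM GDP.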
HEK293 tox: qHTS of GLP-1 Receptor Inverse Agonists: Cytotox Screen; HEK293 cAMP-luciferase reporter cells, luminescence, 24 h; Potency, µM (top dose mostly 38.3 µM), for the others: at the top dose activity change, negative = inhibition, actives largely listed as inhibitors; hit rate 0.13% among 410,000;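 also: loss of luciferase light is scored as toxicity; potency is read from the fitted curve at half-maximal effect; % is scaled to controls: 0 for no effect and ±100 for the full control effect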
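A 23 nL compound transfer followed 12 hours of cell culture at 37 deg C; exposure then lasted 24 hr. Luciferase assay detection reagent was dispensed and plates read for luminescence after a 12 min room-temperature wait.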
PLK1 PBD block: qHTS for Inhibitors of PLK1-PDB (polo-like kinase 1 - polo-box domain): Primary Screen; Potency, µM, without a hit: max response, negative = inhibition, actives largely listed as inhibitors; Plk1 PBD binding of FITC phosphopeptide, fluorescence polarization; Serine/threonine-protein kinase PLK1 (Homo sapiens), P53350; hit rate 2.8% among 360,000; also: potency is read from the fitted curve at half-maximal effect; series mostly up to about 57 µM; % is scaled to controls: 0 for no effect and ±100 for the full control effect; nearly all actives have a fitted effect of over 65% in size
Target sequence (P53350 whole entry, looked up, the tested form may be a part): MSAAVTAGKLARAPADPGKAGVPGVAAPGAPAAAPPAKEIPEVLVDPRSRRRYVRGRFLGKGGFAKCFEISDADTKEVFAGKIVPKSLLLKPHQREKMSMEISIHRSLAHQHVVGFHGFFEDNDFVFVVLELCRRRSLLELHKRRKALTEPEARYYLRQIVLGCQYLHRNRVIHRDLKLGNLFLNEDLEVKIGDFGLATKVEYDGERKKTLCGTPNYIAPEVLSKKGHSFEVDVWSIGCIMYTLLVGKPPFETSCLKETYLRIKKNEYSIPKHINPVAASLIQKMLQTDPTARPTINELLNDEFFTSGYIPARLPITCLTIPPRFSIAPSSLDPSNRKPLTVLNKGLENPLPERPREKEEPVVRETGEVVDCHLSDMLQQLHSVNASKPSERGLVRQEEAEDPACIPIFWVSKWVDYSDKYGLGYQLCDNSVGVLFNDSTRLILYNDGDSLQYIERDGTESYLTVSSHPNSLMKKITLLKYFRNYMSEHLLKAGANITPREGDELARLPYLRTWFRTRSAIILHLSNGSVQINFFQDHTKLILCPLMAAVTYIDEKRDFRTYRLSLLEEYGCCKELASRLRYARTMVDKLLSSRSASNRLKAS
The depositor's hits bear a star; i = inactive; ? = inconclusive; · = not tested or not shown; & = joins results of further samples; [ ] = dose if it differs, or a comment. Unless noted, calls follow the shape of the dose curve; as a rule, active = well fitted curve in the direction sought with a large enough effect; inconclusive = small, poorly fitted or top-dose-only effect, or another doubt; inactive = no such curve, though single readings can be large; an effect the other way counts as inactive or inconclusive. This is a subset, so the mix of outcomes need not match the whole.

SMILES	GLP1R ag	PTHR1 agonist	PI5P4Ka inh	IL2 activator	GLP-1R inv ag	EPAC1 antagonist	EPAC1 agonist	HEK293 tox	PLK1 PBD block
COc1ccc(NC(=O)NC(C)c2ccc3c(c2)OCO3)c(OC)c1 (stereo not given)	0.3%	i	-1.1	-0.7	-31.9%	4.6%	-6.5%	-15.3%	-5.0%
Cc1cccc(OCCCC(=O)Nc2ccc(S(=O)(=O)Nc3onc(C)c3C)cc2)c1	-4.2%	14.8%[57.5 µM]	-1.5	2.8	-28.7%	2.6%	-8.3%	-6.5%	-5.7%
COc1cc(C)ccc1OCC(=O)OCC(=O)NCC1CCCCC1	-0.7%	i	-0.4	9.9	-3.8%	-1.5%	13.4%	2.8%	-6.4%
Cc1cc(NC(=O)CCC(=O)N(CC(=O)NCC2CCCO2)c2ccc(Cl)c(Cl)c2)no1 (stereo not given)	6.1%	-1.1%	0.3	-0.4	3.1%	10.8%	-8.5%	-4.0%	-9.2%
CCn1c(COc2ccc3c(c2)OCO3)nnc1SCC(=O)c1ccccc1	3.6%	-31.8%[inhibitor][57.5 µM]	-4.2	-0.3	?	2.7%	-14.3%	6.8%	-6.2%
CSc1ccc(NC(=O)C2(C)CCN2C(=O)c2sccc2C)cc1 (stereo not given)	7.2%	-17.3%	3.3	0.3	0.3%	-8.5%	13.1%	3.2%	-4.9%
FC(F)(F)c1nnc2ccc(N3CCCCC3)nn12	25.8%	i	1.8	-3.9	67.9%[activator]	0.5%	-0.4%	2.7%	-6.9%
COc1cccc(C(=O)NC2CCCN(C3Cc4ccccc4C3)C2)c1OC (stereo not given)	18.9%	-0.9%	5.1	0.6	-10.2%	0.3%	1.8%	-3.1%	-6.4%
O=C(NCC1CCCCC1)c1cc(-c2cc(F)ccc2OCC2CCCO2)n[nH]1 (stereo not given)	13.1%	i	-7.7	-0.6	?	-6.0%	-3.7%	-3.2%	-4.1%
S=C(Nc1ccccn1)NC1CCCCC1	10.7%	i	-15.7	-2.4	?	14.3%	0.3%	?	-7.9%
Cc1ccc2cc(CN(Cc3ccco3)C(=O)NC3CCCCC3)c(=O)[nH]c2c1C	9.5%	i	·	-3.4	-24.9%	10.4%	3.6%	-0.3%	-5.8%
Cc1noc2ncnc(Oc3ccc4ccccc4c3)c12	-6.2%	-7.4%	-3.3	-3.4	-2.8%	-6.4%	1.9%	13.7%	-10.8%
COc1cc(OC)c2cc(C(=O)N/N=C/c3cccc(OC)c3O)[nH]c2c1	5.1%	-2.8%	3.2	-1.1	-6.9%	-1.0%	2.7%	9.4%	1.2%
CCOC(=O)c1[nH]c(C)c(C(=O)NCCN2CCOCC2)c1C	-1.7%	24.4%	-4.6	-3.1	-1.8%	-11.2%	-2.3%	3.1%	-15.6%
COc1ccc(NC(=O)C(c2ccc(OC)cc2)N(C)C(=O)Cc2cccs2)cc1 (stereo not given)	0.7%	-45.7%&-20.9%	4.2	-1.6	?	?	-1.0%	-4.9%&-6.9%	-6.6%
Cc1[nH]c(C)c(S(=O)(=O)N2CCC(C)CC2)c1C(=O)N1CCCC1	-0.2%	-7.5%	0.5	-3.8	15.7%	-1.3%	-0.5%	-5.6%	-7.2%
O=C(CSc1nnc(CNC(=O)c2ccc(F)cc2)o1)Nc1nccs1	3.2%	i	8.0	0.3	2.5%	4.1%	4.2%	-3.2%	?
O=C(COc1ccc(Cl)cc1Cl)Nn1c(=S)[nH]c2ncccc2c1=O	-5.9%	-20.3%	0.0	-0.9	14.8%	8.4%	-0.1%	7.1%	-6.3%
CO[C@H]1O[C@H](CBr)[C@@H](OC(=O)c2ccccc2)[C@H](O)[C@H]1O	-0.5%	i	-0.6	0.8	9.0%	9.6%	-1.4%	7.0%	3.2%
CCCNc1nc2c(c(=O)n(C)c(=O)n2C)n1CC(O)COc1ccccc1 (stereo not given)	-1.5%	-6.1%	·	·	-3.7%	·	·	1.0%	·
COc1ccc(OC)c(S(=O)(=O)Nc2c(C)nn(C)c2C)c1	0.9%	i	-2.2	1.2	-6.8%	-6.1%	8.3%	6.8%	-6.9%
CCCC(=O)N1CCC1(C)C(=O)Nc1ccc2c(c1)OCCO2 (stereo not given)	-2.1%	-46.1%[inhibitor]	-1.3	-0.5	7.0%	0.6%	-5.6%	4.8%	-3.1%
CCOc1ccccc1CNC(=O)CCN1C(=O)COc2ccccc21	5.2%	-18.0%[57.5 µM]	·	1.3	0.0%	8.3%	-1.1%	6.8%	-5.3%
Cc1ccc(CSc2ccc(S(=O)(=O)N3CCOCC3)cn2)cc1	16.6%	-5.4%	0.8	-0.2	13.8%	-22.1%	2.2%	-21.8%	-25.8%
Cc1ccc(S(=O)(=O)N2CCOC23CCN(C(=O)C(=O)NCCC(C)C)CC3)cc1	8.6%	i	1.7	-3.7	?	-9.6%	4.4%	-0.4%	-3.1%

Reprinted from the part before: 3 entries, then new ones.
SMILES	GLP1R ag	PTHR1 agonist	PI5P4Ka inh	IL2 activator	GLP-1R inv ag	EPAC1 antagonist	EPAC1 agonist	HEK293 tox	PLK1 PBD block
CCOc1ccccc1CNC(=O)CCN1C(=O)COc2ccccc21	5.2%	-18.0%[57.5 µM]	·	1.3	0.0%	8.3%	-1.1%	6.8%	-5.3%
Cc1ccc(CSc2ccc(S(=O)(=O)N3CCOCC3)cn2)cc1	16.6%	-5.4%	0.8	-0.2	13.8%	-22.1%	2.2%	-21.8%	-25.8%
Cc1ccc(S(=O)(=O)N2CCOC23CCN(C(=O)C(=O)NCCC(C)C)CC3)cc1	8.6%	i	1.7	-3.7	?	-9.6%	4.4%	-0.4%	-3.1%
Cc1coc2cc3oc(=O)c4c(c3cc12)CCCC4	-1.3%	i	·	1.0	0.0%	13.8%	4.0%	7.0%	-6.7%
Cc1ccc(C(=O)/C=C/Nc2ccccc2C(N)=O)cc1	-12.3%	-89.5%[inhibitor][57.5 µM]	-8.9	-2.8	?	3.8%	-4.9%	-6.2%	-0.4%
CCN1CCN(Cc2nc(N)nc(Nc3ccc(C)c(C)c3)n2)CC1	4.0%	i	·	-3.2	-7.2%	3.6%	-1.2%	-21.5%	-0.6%
COc1ccc([N+](=O)[O-])cc1NCc1cccc([N+](=O)[O-])c1	17.2%	i	0.3	-3.2	?	-25.9%	9.8%	9.9%	-13.0%
CC(C)=CCc1cc([C@@H]2CC(=O)c3ccc(O)c(CC=C(C)C)c3O2)ccc1O	-0.5%	-30.5%[inhibitor]	-99.5*	0.0	9.2%	-9.8%	-16.6%	2.5%	-2.0%
COCCN(C(=O)CCC(=O)Nc1ccccn1)C(C(=O)NCCC(C)C)c1ccc(F)cc1 (stereo not given)	9.4%	i	-0.4	1.1	3.9%	13.5%	-8.3%	-4.5%	-0.4%
CCN(CC(=O)Nc1c(F)cccc1F)C(=O)Cc1c[nH]c2ccccc12	5.3%	-8.7%	1.8	-0.2	10.7%	-11.9%	10.0%	1.6%	-7.7%
N/C(=N\OC(=O)/C=C/c1ccccc1)c1ccncc1	3.1%	-32.1%[inhibitor]	-0.4	-0.4	14.8%	-3.0%	6.6%	4.8%	4.9%
COC(=O)c1ccc(Cn2c(C)c(C(=O)NCc3ccc(Cl)c(Cl)c3)sc2=O)o1	-1.6%	i	-0.9	-0.6	?	-10.2%	-0.8%	-13.2%	0.8%
O=C(O)c1c(-c2ccccc2)cnc2ccccc12	-4.0%	-3.8%	1.6	-0.8	-4.3%	23.4%	0.5%	-3.8%	8.0%
CCCNC(=O)COc1coc(CN2CCN(c3ccccc3)CC2)cc1=O	1.9%	i	-2.6	-0.2	-2.1%	-7.7%	-2.2%	2.5%	-8.3%
CCCN(CCC)C(=O)c1ccc2c(c1)OCO2	-4.2%	i	0.2	-2.2	0.0%	0.2%	6.1%	?	-2.6%
CC(C)Oc1ccc(C(CC(=O)O)c2ccc(F)cc2)cc1 (stereo not given)	-0.4%	-1.8%	2.5	-1.9	-2.0%	?	-3.4%	-4.1%	-6.2%
CCNc1nc(SCC(=O)Nc2ccccc2)nc(N2CCOCC2)n1	17.3%	i	-12.5	-3.4	114.3%[activator]	7.2%	13.0%	-1.3%	-7.2%
Cn1c(=O)c2c(nc(SCCN3CCCCC3)n2C)n(C)c1=O	-0.5%	i	1.6	0.5	9.2%	-12.1%	3.9%	0.0%	1.6%
c1ccc([C@H]2CC3C[C@@H](c4ccccc4)N2O3)cc1	7.9%	-11.9%	2.2	1.7	2.8%	-17.2%	6.3%	1.4%	-12.1%
COc1ccc(C(=O)C2CCN(CC(=O)Nc3cc(C)cc(C)c3)CC2)cc1	19.2%	i	4.9	-0.5	?	-0.9%	5.6%	-17.8%	-8.2%
Cc1nn(Cc2ccccc2Cl)c(Cl)c1C(=O)NCCc1ccccc1	-2.7%	-36.7%[inhibitor]	3.5	1.3	?	-19.1%	-5.6%	4.3%	-6.0%
Cc1ccc(Oc2ccc(-c3nc(N)nc(N)n3)cc2)cc1	8.1%	-4.6%[57.5 µM]	27.0	-2.7	45.1%[activator]	-3.5%	17.2%	0.6%	-4.8%

Screening data from PubChem.
